From PubChem
Bfl-1 inhibitors: Bfl-1 inhibitors, primary screen, biochemical, fluorescence polarization, FITC-Bid, mouse (AID 432); FITC-Bid BH3 peptide fluorescence polarization displacement; higher % means a stronger effect; displacement, % at 20 µM, or IC50 in µM where a hit was titrated; actives 0.02% (n = 64,000); in the data active means a potency from the dose series; inactive means the rest, 99 in 100 with displacement below about 15%; further: strong numbers were not always called active
KRASV12 cytotoxicity: cytotoxicity in KRAS-transformed pancreatic duct cells, primary screen, cell-based, fluorescence, HTS (AID 431) | HPDE-C7K KRASV12 cells, Alamar Blue viability, 48 h; higher % means a stronger effect | one-dose cytotoxicity, % at 10 µM; EC50 in µM for titrated hits | actives 1.7% (n = 63,000);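 active means compounds whose percent cytotoxicity in the single-dose primary screen, scaled between solvent and toxic-drug controls, exceeds 50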;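 further: 0% = DMSO solvent wells and 100% = doxorubicin-treated wells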
HPDE-C7 viability: cytotoxicity in HPDE-C7 cells, cell-based, fluorescence, HTS (AID 430); HPDE-C7 pancreatic duct cells viability, fluorescence; higher % means a stronger effect; cytotoxicity, % at 10 µM; hits with a dose series show EC50 in µM; actives 1.8% (n = 63,000);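 further: cells exposed to compound for 48 hours before viability readout; 0% = vehicle and 100% = reference cytotoxic drug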
PMK inhibit: S. pneumoniae PMK inhibitors, primary screen, biochemical, mevalonate pathway, pilot trial included; phosphomevalonate kinase (Streptococcus pneumoniae D39); AID 539, 2006; inhibition, % at 10 µM; purified PMK, PK/LDH-coupled NADH absorbance 340 nm; actives 0.49% (n = 65,000);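 active means top-ranked compounds by inhibition in the single 10 µM screen, taking a fixed number of the strongest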;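 further: 0% = full reaction with DMSO carrier and 100% = background rate without enzyme reaction; no value below 0 was filed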
Alkaline phosphatase: human TNAP enzyme inhibitors, biochemical, luminescent (AID 518); Alkaline phosphatase, tissue-nonspecific isozyme (Homo sapiens); purified TNAP enzyme, luminescent substrate readout; higher % means a stronger effect; inhibition, % at 20 µM; hits with a dose series show IC50 in µM; actives 0.09% (n = 64,000); in the data active means a potency from the dose series; inactive means the rest, 99 in 100 with inhibition below about 22%;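 further: plate controls were vehicle for no effect and reference inhibitor for full effect; many of its hits are not listed in these tables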
Spn MK inh: S. pneumoniae MK inhibitors, primary screen, biochemical, PK/LDH-coupled NADH absorbance. inhibition, % at 10 µM. actives 0.48% (n = 65,000). mevalonate kinase [Streptococcus pneumoniae D39]. purified MK, PK/LDH-coupled NADH absorbance 340 nm. AID 555, 2006;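 active means ranked among the strongest by inhibition in the single 10 µM screen, a fixed top-ranked set picked for dose follow-up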; further: no value below 0 was filed
Spn DPM-DC inh: S. pneumoniae DPM-DC inhibitors, primary screen, biochemical, PK/LDH-coupled NADH fluorescence | diphosphomevalonate decarboxylase (Streptococcus pneumoniae D39) | purified DPM-DC | calls only at 10 µM | actives 0.49% (n = 65,000) | AID 556, 2006;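 active means the 320 compounds with the highest percent inhibition in the single-dose primary screen, excluding strongly autofluorescent ones, cut at about 32% in these data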;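 further: kinetic rate of NADH fluorescence loss reporting ADP formed by the decarboxylase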
LYP phosphatase: LYP phosphatase inhibitors, primary screen, biochemical, DiFMUP fluorescence, recombinant catalytic domain, 10 µM (AID 606) | 52,000 tested, under 10 active | inhibition, % at 10 µM, or IC50 in µM where a hit was titrated | Tyrosine-protein phosphatase non-receptor type 22 (Homo sapiens) | recombinant LYP catalytic domain, DiFMUP fluorescence; higher % means a stronger effect;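 active means IC50 under 40 µM in the dose-response test; inactive means IC50 of 40 µM or more, or never dose-tested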
HT1080 viability: cytotoxicity in HT1080 fibrosarcoma cells, cell-based, fluorescence readout (AID 620); HT1080 viability, fluorescence; higher % means a stronger effect; cytotoxicity, % at 10 µM, or EC50 in µM where a hit was titrated; actives 0.42% (n = 87,000);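 further: cells exposed to compound overnight then 4 h with Alamar Blue; 0% = vehicle DMSO and 100% = killing control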
PMK inhibit pilot replicates: second read-out of PMK inhibit, no call of its own (marks repeat the call); inhibition, %; measured here: pilot screen replicates
Spn MK inh pilot replicates: recorded beside Spn MK inh, whose call it bears; inhibition, %; measured here: pilot screen replicates
Spn DPM-DC inh pilot screen %: recorded beside Spn DPM-DC inh, whose call it bears; inhibition, %; measured here: pilot screen trials
An asterisk follows results filed as active; i = inactive; nt = no result given; + = active, no number. Unless noted, no stated cut-off is given here; in the data, active means cytotoxicity above about 50%; inactive means the rest. Not a hit list; 3.4% or so of the library scored in one or more.

SMILES	Bfl-1 inhibitors	KRASV12 cytotoxicity	HPDE-C7 viability	PMK inhibit	Alkaline phosphatase	Spn MK inh	Spn DPM-DC inh	LYP phosphatase	HT1080 viability	others
CCCN(CCC)CCNC(=O)Cn1cnc2sc(C)c(S(=O)(=O)N3CCOCC3)c2c1=O	-7.0%	-7.9%	-3.9%	0.0	1.9%	12.0	i	10.2%	-0.9%
O=C(NC(Cc1ccc2c(c1)OCO2)C(=O)N1CCCC1C(=O)O)c1ccccc1 (stereo unspecified)	-3.4%	3.5%	-0.4%	13.0	1.9%	13.0	i	-1.7%	3.5%
CC(C(=O)O)N1C(=O)c2cccc3cccc1c23 (stereo unspecified)	-3.3%	-14.1%	-10.5%	6.0	8.0%	11.0	i	14.6%	-7.2%
CCOC(=O)c1cc2oc(C)cc2n1CC(=O)OC1CCCCC1	-1.3%	-14.3%	-23.0%	0.0	-1.1%	6.0	i	6.7%	-3.6%	PMK inhibit pilot replicates=2.5;Spn MK inh pilot replicates=1.0;Spn DPM-DC inh pilot screen %=2.0
O=C(CCN1C(=O)c2ccccc2C1=O)Nc1sc2c(c1C(=O)NCc1ccco1)CCCC2	-4.3%	2.8%	4.9%	0.0	7.3%	15.0	i	3.6%	-12.0%
COc1ccccc1N1CCN(C(=O)c2oc3cc(C)c(C)cc3c2C)CC1	8.1%	-5.8%	14.2%	5.0	10.1%	1.0	i	0.4%	-10.2%	PMK inhibit pilot replicates=0.5;Spn MK inh pilot replicates=5.0;Spn DPM-DC inh pilot screen %=3.0
Cc1c(C(=O)c2no[n+]([O-])c2C(=O)c2cnn(C)c2C)cnn1C	-4.0%	0.4%	0.3%	4.0	1.6%	6.0	i	7.4%	-9.6%
COc1ccc(NC(C)=O)cc1NC(C)C(=O)Nc1ccccc1F (stereo unspecified)	8.1%	3.2%	-3.7%	10.0	5.0%	7.0	i	11.3%	-3.3%
COc1cccc(C2CC(=O)Nc3cc4c(cc32)OCCO4)c1OC(C)C (stereo unspecified)	-5.0%	34.4%	27.3%	16.0	15.6%	13.0	i	8.1%	0.6%	PMK inhibit pilot replicates=0.0;Spn MK inh pilot replicates=3.5;Spn DPM-DC inh pilot screen %=0.0
O=C(CCNS(=O)(=O)c1cccs1)Nc1nccs1	-9.7%	-1.9%	-15.9%	0.0	-10.4%	9.0	i	10.2%	-18.6%
COc1ccc(N2Cc3cccc(C(=O)NC(C)CCc4ccco4)c3C2=O)cc1 (stereo unspecified)	7.7%	-0.2%	-10.9%	8.0	8.0%	2.0	i	20.9%	-7.0%
CCn1nnc(NC(=O)COc2ccc(C3CCCCC3)cc2)n1	-5.1%	-9.4%	-15.7%	0.0	-3.4%	5.0	i	-1.1%	3.0%
COc1ccccc1OCCCc1c(C)n[nH]c1C	8.3%	3.3%	0.0%	0.0	13.9%	10.0	i	-13.5%	10.5%
COc1ccc(C(=O)NCC(c2cccnc2)N2CCN(c3ccc(F)cc3)CC2)cc1OC (stereo unspecified)	-7.6%	-16.2%	-10.8%	1.0	3.2%	7.0	i	9.8%	-1.1%
CCOC(=O)Cc1cc(=O)n2[nH]c(C)c(-c3ccccc3)c2n1	-3.6%	0.1%	-16.0%	18.0	9.1%	0.0	i	5.0%	10.7%
CC(=O)Nc1ccc(S(=O)(=O)N2CCCC2C(=O)O)cc1 (stereo unspecified)	-3.3%	-19.9%	-20.3%	0.0	6.1%	3.0	i	9.8%	-0.9%
O=c1sc2ccccc2n1CCOc1ccccc1	-0.7%	8.8%	5.9%	0.0	21.0%	10.0	i	nt	3.6%
O=C(Cn1cnc2ccccc2c1=O)Nc1ccc2c(c1)OCCO2	2.1%	5.4%	3.9%	11.0	13.8%	0.0	i	3.0%	14.7%
COC(=O)C(F)(F)Sc1c(C)[nH]c2ccccc12	-0.1%	16.0%	-3.3%	7.0	8.1%	7.0	i	3.9%	7.5%	PMK inhibit pilot replicates=5.5;Spn MK inh pilot replicates=1.5;Spn DPM-DC inh pilot screen %=2.5
Cc1ccc(-c2nc(CSCC(=O)NCCN3CCN(Cc4ccccc4)CC3)c(C)o2)cc1	nt	nt	nt	11.0	nt	0.0	i	nt	12.7%
COC(=O)c1ccc(S(=O)(=O)NCc2cccc(OC)c2)n1C	-3.9%	-7.9%	-8.4%	10.0	8.5%	6.0	i	nt	5.6%
Cc1cc(NC(=O)c2cc(-c3ccccc3)on2)n(-c2ccccc2)n1	1.3%	-19.8%	-8.0%	9.0	5.0%	7.0	i	9.0%	4.3%
Cc1sc2nc(C3CC3)nc(N3CCN(S(=O)(=O)c4ccc(F)cc4)CC3)c2c1C	-8.8%	2.9%	-10.7%	11.0	11.7%	0.0	i	12.5%	-5.6%
Cn1c(=O)c2c(nc(N3CCOCC3)n2C)n(C)c1=O	-4.2%	8.3%	2.4%	26.0*	12.5%	0.0	i	1.6%	-3.2%
O=P(C1=C(N2CCOCC2)/C(=C\c2ccccc2)CC1)(N1CCOCC1)N1CCOCC1	0.5%	-9.9%	-16.7%	16.0	-5.1%	1.0	i	2.2%	-4.8%

Additional compounds:
SMILES	Bfl-1 inhibitors	KRASV12 cytotoxicity	HPDE-C7 viability	PMK inhibit	Alkaline phosphatase	Spn MK inh	Spn DPM-DC inh	LYP phosphatase	HT1080 viability	others
CSc1ncccc1C(=O)OCc1ccccc1F	3.6%	-29.9%	-19.8%	7.0	1.8%	0.0	i	-0.1%	-10.9%
CCc1nccn1S(=O)(=O)c1cc(Br)ccc1OC	-3.0%	1.3%	-3.9%	0.0	4.8%	9.0	i	14.0%	nt
N#CC1=C(N)C(C#N)(C#N)C2(C(=O)Nc3ccccc32)C2CCCC=C12 (stereo unspecified)	8.2%	-18.9%	-8.7%	13.0	11.1%	2.0	i	-0.2%	-14.6%
Cc1nn(Cc2ccc(Cl)cc2)c(C)c1NC(=O)C1CC=CCC1C(=O)O (stereo unspecified)	4.2%	0.9%	-0.3%	15.0	2.4%	0.0	i	8.4%	-2.5%
Cc1cc(C(=O)O)c(CSc2ncn[nH]2)o1	9.2%	8.4%	7.4%	11.0	9.5%	2.0	i	-1.9%	-3.0%
Cc1cc(C)nc(SCNC(=O)c2ccccc2)n1	nt	nt	nt	10.0	nt	9.0	i	11.8%	-9.4%
O=C(NCc1cccnc1)C1c2ccccc2C(=O)N1C1CCCCCCC1 (stereo unspecified)	-5.7%	-7.9%	-22.4%	14.0	2.4%	0.0	i	nt	3.6%
O=CN1Cc2[nH]c3ccccc3c2N(c2ccc(Cl)cc2)C1=O	5.1%	-0.4%	-6.3%	8.0	12.3%	4.0	i	2.5%	-16.6%
Cc1ccc(S(=O)(=O)N(CC(=O)N2CCC(C(N)=O)CC2)c2cccc(C(F)(F)F)c2)cc1	-3.4%	-10.0%	-26.5%	1.0	4.9%	7.0	i	-4.6%	21.2%	PMK inhibit pilot replicates=0.0;Spn MK inh pilot replicates=0.0;Spn DPM-DC inh pilot screen %=0.0
CCCCNC(=O)c1cnc2n(c1=O)CCS2	7.4%	8.5%	-0.4%	1.0	10.0%	3.0	i	nt	-8.4%
O=C(c1cn[nH]c1)c1cc(F)ccc1O	4.2%	4.1%	2.3%	7.0	15.9%	0.0	i	nt	-9.0%
COCCCNC(=O)c1c(N)n(-c2ccc3c(c2)OCO3)c2nc3ccccc3nc12	-5.9%	13.1%	5.8%	3.0	-6.5%	3.0	i	4.8%	2.4%
CC(NC(=O)CSc1ncnc2nc[nH]c12)c1ccccc1 (stereo unspecified)	-3.4%	-9.4%	-5.9%	9.0	7.6%	3.0	i	7.2%	nt
O=C1CC(C(=O)NCc2ccccc2)C2(CCCC2)O1 (stereo unspecified)	-6.3%	-3.8%	1.4%	2.0	3.0%	7.0	i	13.0%	-2.4%
COCC(=O)NCCc1nc(-c2ccccc2)cs1	-9.5%	-0.3%	-7.5%	13.0	4.5%	0.0	i	0.2%	-4.3%
Cc1ccc(S(=O)(=O)NCC(=O)OCC(=O)N2CCc3ccccc32)cc1	2.3%	6.0%	0.1%	4.0	17.5%	4.0	i	3.3%	1.4%
CCOC(=O)CSc1nnc(CNC(=O)Cc2ccccc2)n1-c1ccccc1OC	-3.9%	-5.0%	5.5%	20.0	3.7%	1.0	i	11.9%	-3.7%
CCOC(=O)Cc1csc(NC(=O)c2ccoc2C)n1	0.2%	-12.5%	-7.4%	5.0	3.1%	8.0	i	17.6%	8.5%
COc1ccc(-c2nn3c(-c4ccccn4)nnc3s2)cc1OC	4.0%	-1.4%	1.2%	5.0	13.1%	7.0	+	5.5%	-20.8%
CCOc1cc(C2C(C(=O)OC)=CN(C3CCCC3)C=C2C(=O)OC)cc(Br)c1O	2.0%	-13.2%	0.1%	7.0	4.6%	7.0	i	6.1%	-4.7%
O=C(COC(=O)c1cccc(S(=O)(=O)N2CCc3ccccc32)c1)NC1CCS(=O)(=O)C1 (stereo unspecified)	0.9%	23.6%	16.0%	0.0	7.9%	7.0	i	nt	20.4%	PMK inhibit pilot replicates=3.5;Spn MK inh pilot replicates=0.0;Spn DPM-DC inh pilot screen %=2.5
N#CC1=C(O)C(c2ccccc2)n2c1nc(=O)c1ccccc12 (stereo unspecified)	-1.5%	-5.7%	-15.8%	0.0	3.1%	3.0	nt	-11.7%	0.4%
N#C/C(=C\c1ccc[nH]1)S(=O)(=O)c1ccccc1	-4.3%	13.4%	-5.2%	1.0	20.8%	12.0	i	1.1%	3.2%
O=C(N1CCCCCC1)N1CCN(C(=O)N2CCCCC2)CC1	-4.1%	-3.9%	-1.6%	0.0	8.7%	3.0	i	2.7%	3.3%
c1ccc2c(c1)CCN(c1ncnc3nc[nH]c13)C2	2.1%	1.3%	-4.2%	4.0	-1.2%	10.0	i	0.4%	6.7%
CCc1nnc(NC(=O)C2CC(=O)N(c3ccc(C)cc3)C2)s1 (stereo unspecified)	-6.9%	-10.6%	6.6%	8.0	9.1%	0.0	i	nt	-10.8%
Cc1ccc(C)c(NC(=O)c2ccccc2O)c1	5.1%	nt	nt	16.0	6.9%	7.0	i	nt	10.6%
COc1ccccc1OCCn1c(CO)nc2ccccc21	-14.0%	-2.1%	-24.5%	16.0	13.6%	0.0	i	14.3%	-0.2%
Cc1cc(C)c2c(n1)SCC(=O)N2CC(=O)NCCC1=CCCCC1	-7.4%	-3.8%	-15.9%	5.0	7.0%	7.0	i	-1.7%	-6.4%

Compounds from the list above that contain bromine (2):
SMILES	Bfl-1 inhibitors	KRASV12 cytotoxicity	HPDE-C7 viability	PMK inhibit	Alkaline phosphatase	Spn MK inh	Spn DPM-DC inh	LYP phosphatase	HT1080 viability	others
CCc1nccn1S(=O)(=O)c1cc(Br)ccc1OC	-3.0%	1.3%	-3.9%	0.0	4.8%	9.0	i	14.0%	nt
CCOc1cc(C2C(C(=O)OC)=CN(C3CCCC3)C=C2C(=O)OC)cc(Br)c1O	2.0%	-13.2%	0.1%	7.0	4.6%	7.0	i	6.1%	-4.7%
